From PubChem BioAssay
NPY1 pot ag – potentiates or activates human NPY-Y1 receptor. NPY-Y1 expressing cells, potentiator/agonist activation. P25929. hit rate 0.37% among 220,000. activation, % at 3.6 µM. AID 1304; in the data active means activation above about 33%, passing the limit was not always enough;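 further: cells stimulated with NPY at EC10 then isoproterenol at EC100; 0% = low agonist plus stimulus and 100% = saturating agonist plus stimulus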
Target sequence (P25929 whole entry, looked up): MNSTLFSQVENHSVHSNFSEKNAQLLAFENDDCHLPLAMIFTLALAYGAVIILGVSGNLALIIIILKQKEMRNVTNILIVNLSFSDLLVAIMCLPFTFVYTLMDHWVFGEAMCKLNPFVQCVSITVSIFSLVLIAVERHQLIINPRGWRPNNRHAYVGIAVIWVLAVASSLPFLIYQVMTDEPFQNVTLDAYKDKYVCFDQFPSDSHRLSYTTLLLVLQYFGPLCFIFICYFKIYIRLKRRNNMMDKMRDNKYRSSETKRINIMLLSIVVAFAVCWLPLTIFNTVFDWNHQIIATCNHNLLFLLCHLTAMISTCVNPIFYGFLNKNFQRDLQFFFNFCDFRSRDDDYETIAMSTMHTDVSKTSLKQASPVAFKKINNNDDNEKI
EP2 modulator – modulators of human EP2 prostaglandin E2 receptor | EP2-expressing cells, cAMP HTRF FRET, PGE2 co-stimulation | induction, % at 25 µM | hit rate 0.83% among 260,000;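 active means compounds whose cAMP rise, as percent of the full-agonist control response, exceeds 60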;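 further: rat C6 glioma line stably carrying human EP2 under a CMV promoter; the protocol text gives 20 µM as final concentration; 100% = response of wells given 1 µM PGE2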
NPY-Y1 antag – antagonists of human neuropeptide Y receptor Y1; P25929; HEK293-CNG Y1 cells, membrane potential fluorescence; NPY at EC95, then isoproterenol; inhibition, % at 3.6 µM; hit rate 1% among 200,000;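 active means inhibition above the campaign mean inhibition of all tested compounds plus 3 SD, cut at about 20% in these data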;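 further: 0% = DMSO wells given NPY plus isoproterenol and 100% = isoproterenol alone without NPY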
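Material: HEK293 Y1/CNG channel cell line; also added: NPY (25 nM), isoproterenol (1 µM), Ro 20-1724 (25 µM); doses: one concentration, 3.6 µM, in 0.4% DMSO; schedule: compound incubation 1 h at room temperature, readout 45 min post-stimulation; technique: membrane potential fluorescence; measure: fluorescence ratio normalized to % inhibition between controls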
NPY-Y2 PAM-ag – human NPY-Y2 potentiation or agonism, primary screen. P49146. cells expressing NPY-Y2, potentiator/agonist read-out. activation, % at 3.6 µM. hit rate 0.45% among 220,000. AID 1359; in the data active means activation above about 27%;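 further: cells stimulated with NPY near EC25 plus isoproterenol at EC100; 0% = vehicle plus submaximal agonist and 100% = vehicle plus saturating agonist; some results beyond the cut were filed as inactive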
Target sequence (P49146 whole entry, looked up): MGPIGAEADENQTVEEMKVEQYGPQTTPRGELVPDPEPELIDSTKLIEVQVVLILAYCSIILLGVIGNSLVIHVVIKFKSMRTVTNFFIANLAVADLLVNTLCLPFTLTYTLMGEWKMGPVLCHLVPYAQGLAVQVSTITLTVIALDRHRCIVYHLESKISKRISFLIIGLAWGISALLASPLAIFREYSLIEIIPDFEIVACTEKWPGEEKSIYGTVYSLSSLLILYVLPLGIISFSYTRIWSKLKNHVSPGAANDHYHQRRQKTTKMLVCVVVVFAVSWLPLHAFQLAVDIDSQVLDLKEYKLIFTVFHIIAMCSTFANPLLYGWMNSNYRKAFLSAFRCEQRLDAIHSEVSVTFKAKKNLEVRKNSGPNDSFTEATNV
CHOP inhibitor – CHOP inhibition in unfolded protein response | CHO-K1 CHOP-promoter luciferase, tunicamycin-induced, 15-18 h | inhibition, % at 10 µM | hit rate 3.8% among 220,000 | AID 2732;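 active means compounds that reduced the stress-induced luciferase reporter signal by more than about 70% of percent inhibition, limit read from the data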;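 further: 0% = tunicamycin plus vehicle and 100% = wells without tunicamycin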
S1P4 agonist – activates the human S1P4 receptor | hit rate 0.35% among 220,000 | activation, % at 4.98 µM | S1P4-expressing cell line, agonist reporter assay | O95977 | AID 1509; in the data active means activation above about 11%;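 further: 0% = DMSO vehicle and 100% = reference agonist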
TRPN1 ag – agonists of zebrafish TRPN1 channel | HEK293 zebrafish TRPN1-YFP, Fluo-8 calcium fluorescence; 100% = response to 87 µM carbachol | activation, % at 3 µM | hit rate 0.18% among 220,000;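 active means activation above its plate's cutoff, the mean activation of test wells on that plate plus 3 SD, cut at about 19% in these data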;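 further: 0% = DMSO alone and 100% = 87 µM carbachol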
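System: zebrafish TRPN1-YFP in HEK293 cells / Dosing: 3 µM single point / Timing: dye loading 1 h at 37 °C, then 30 min room temperature / Signal: Fluo-8 calcium fluorescence, excitation 470-495 nm, emission 515-575 nm / Read-out basis: percent activation from peak over basal fluorescence ratio, control-normalized / Control set: high carbachol 87 µM, low DMSO alone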
TRPML3 ag – activates the human TRPML3 channel. Q8TDD5. activation, % at 3 µM. hit rate 0.29% among 220,000. HEK293 TRPML3-YFP, Fluo-8 calcium fluorescence; 100% = the carbachol control signal;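 active means activation above its plate's cutoff, the mean activation of the plate's test wells plus 3 SD, cut at about 12% in these data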;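 further: 0% = DMSO only wells and 100% = carbachol wells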
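Test system: TRPML3-YFP stable HEK293 cells. Doses: single point at 3 µM. Incubation: dye loading 1 h 37 °C then 30 min ambient, 125 s read. Signal: Fluo-8 calcium dye fluorescence, ex 470-495, em 515-575 nm. Measure: percent activation from peak-to-basal fluorescence ratio, scaled between DMSO and carbachol.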
S1P4 antagonist – human S1P4 receptor antagonism; AID 1510; S1P4-expressing cells, antagonist mode, reporter read-out; hit rate 0.26% among 220,000; inhibition, % at 4.98 µM; in the data active means inhibition above about 29%;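 further: 0% = wells stimulated with agonist and 100% = vehicle wells without agonist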
Numbers without * were called inactive; . = not tested or not shown.

entry	Molecule	NPY1 pot ag	EP2 modulator	NPY-Y1 antag	NPY-Y2 PAM-ag	CHOP inhibitor	S1P4 agonist	TRPN1 ag	TRPML3 ag	S1P4 antagonist
1	O=C(CCS(=O)(=O)c1ccccc1)N1CCOCC1	13	10	-2	2	-23	0.2	1.2	0.8	-7
2	COc1cccc(CNc2ccc(F)c(Cl)c2)c1	-24	12	1	5	-8	-2.7	0.6	0.0	1
3	O=C(O)Cc1ccc(C(=O)c2ccccc2)s1	-19	16	2	6	29	-1.6	-0.6	0.1	12
4	COC(=O)Nc1ccc(S(=O)(=O)N2CCCc3ccccc32)cc1	-5	-63	5	7	.	3.3	-1.0	-1.4	8
5	COc1cccc(CC(=O)Nc2nc3ccccc3[nH]2)c1	-4	-37	8	3	11	0.3	0.1	0.0	-3
6	O=C(O)CC/C(=N/NC(=O)c1cccs1)c1ccccc1	-9	24	6	7	-16	-1.3	0.0	-0.6	2
7	CCOC(=O)N1CCC(N2C(=O)c3ccccc3C2Nc2ccc(S(=O)(=O)N3CCOCC3)cc2)CC1 (stereo not drawn)	-8	-1	3	-8	6	0.0	0.1	0.5	2
8	CCOC(=O)N1CCN(C(=O)C2CCN(S(=O)(=O)c3ccc(OC)cc3)CC2)CC1	-6	0	0	-5	7	-1.2	-1.1	-0.1	0
9	CCOC(=O)c1cc(NC(=O)c2ccccc2)c(=O)oc1-c1ccccc1	11	30	2	5	19	-3.3	1.8	-0.1	13
10	COC(=O)c1cc(-c2ccccc2)sc1N	11	-41	2	9	16	1.4	-2.4	0.2	-8
11	COc1ccc(C2C(C(=O)NCCN(C)C)c3ccccc3C(=O)N2C)cc1OC (stereo not drawn)	7	-5	0	11	-3	0.1	0.6	0.5	-5
12	Cc1ccc(NC(=O)Nc2cnc3ccccc3c2)cc1	12	-19	1	10	20	3.6	2.3	1.1	-4
13	COc1cc(CNC(=O)c2nc(Cn3nc(C)c(Br)c3C)no2)cc(OC)c1	4	-11	6	-17	34	0.2	-1.3	-0.7	-1
14	COc1ccc(-c2nc(C#N)c(NCCCN3CCOCC3)o2)cc1	-21	-19	4	-8	17	0.4	0.8	-0.9	-11
15	Cc1ccc(C(=O)O)cc1NC(=S)NC(=O)C(c1ccccc1)c1ccccc1	9	48	-2	6	-2	0.1	-1.0	-0.9	5
16	Cn1c(=O)c(=O)n(C)c2cc(S(=O)(=O)N3CCCCC3)ccc21	4	-13	-7	1	-16	1.6	0.5	0.5	-4
17	Fc1ccccc1-c1n[nH]c(=S)n1CC1CCCO1 (stereo not drawn)	-1	20	3	-6	-3	0.4	-0.1	-0.7	-20
18	COc1ccc(-n2c(SCC(=O)NCCCN3CCCC3=O)nnc2C(C)N2CCCCC2)cc1 (stereo not drawn)	3	2	0	0	16	1.1	-0.7	0.7	10
19	CN(C)CCOC(C1CCCCC1)C1CCCCC1	-34	13	18	-14	-1	-4.3	0.0	0.7	-17
20	COc1ccc(NC(=O)Nc2cc(C)ccc2F)cc1OC	0	-25	-3	3	2	3.9	-1.8	-1.4	-6
21	CC(C)CNC(=O)C1CCCN(S(=O)(=O)c2ccc(-n3cnnn3)cc2)C1 (stereo not drawn)	12	6	-1	-1	1	0.2	1.7	0.4	-17
22	O=c1[nH]c2ccccc2c(O)c1SCCO	0	2	-3	-13	-11	-1.0	-0.1	0.2	-8
23	Cc1ccc(O)c(NC(=O)CCCC(=O)O)c1	13	10	-1	19	6	0.7	1.9	0.9	-23
24	Cc1cc(=O)[nH]c(SCC(=O)Nc2ccccc2[N+](=O)[O-])n1	-8	0	.	-3	9	-0.1	-0.2	-0.1	-7
25	Cc1ccc(S(=O)(=O)N2CCC(C(=O)NCc3ccncc3)CC2)cc1	10	6	-2	5	0	0.1	0.9	-0.1	-2
26	O=C(Cc1ccccc1)NC(NCCCN1CCOCC1)(C(F)(F)F)C(F)(F)F	7	7	9	-4	-5	0.8	1.5	0.1	-1
27	O=C(O)C1CCN(S(=O)(=O)c2ccc(Oc3ccccc3)cc2)CC1	-9	-10	0	3	48	1.6	0.1	1.1	-25
28	CCCCNC(=O)c1nc2ncc(Br)cn2n1	-1	16	-1	-19	-8	-1.0	-0.9	0.8	-6
29	CCCCN(C)C1CCN(C(=S)Nc2ccc(OCC)cc2)CC1	5	-28	6	-8	-7	-0.4	0.3	0.0	6
30	C=CCn1c(SCC(=O)Nc2ccc(C(=O)O)cc2)nnc1-c1cccnc1	23	7	.	-24	-11	1.1	2.3	1.1	-17
31	CC(C)C(=O)NS(=O)(=O)c1ccc(NS(C)(=O)=O)cc1	9	5	.	-5	-3	1.6	2.3	1.2	5
32	COc1ccccc1N1CCN(C2CCN(C(=O)COc3ccccc3)CC2)CC1	-15	23	3	-15	10	2.0	-0.2	-0.2	-8
33	C=CCNC(=S)N/N=C(\C)c1cccnc1	-2	2	6	2	-16	-1.7	0.0	0.1	-2
34	CN(NC1OC(=O)c2ccccc21)c1ccccc1[N+](=O)[O-] (stereo not drawn)	1	-12	.	10	7	1.7	-0.8	1.0	-4
35	CCn1c2ccccc2c2cc(CN3CCN(S(C)(=O)=O)CC3)ccc21	-17	-27	5	-2	16	-1.1	1.9	1.1	-3
36	CC(NC(=O)CN(C)Cc1cccs1)c1ccccc1 (stereo not drawn)	9	4	1	1	17	0.7	-0.1	-0.3	-5
37	COC(=O)c1oc2ccc(Br)cc2c1-n1cccc1	-16	25	14	-23	45	1.0	-0.7	0.2	0
38	CN1C(=O)c2ccc(N(C)C)cc2C1=O	-2	24	2	-16	-14	-2.9	1.3	0.7	-9
39	COc1ccccc1NC(=S)NC(C)=O	5	5	-3	-5	-1	-0.3	-1.8	1.1	-10
40	Cc1cc(N2C(=O)C3CC=CC(C)C3C2=O)no1 (stereo not drawn)	4	25	-7	-3	6	1.5	-0.2	-0.1	-2

Reformatted: entries from further up.
[33] C=CCNC(=S)N/N=C(\C)c1cccnc1
[34] CN(NC1OC(=O)c2ccccc21)c1ccccc1[N+](=O)[O-] (stereo not drawn)
[35] CCn1c2ccccc2c2cc(CN3CCN(S(C)(=O)=O)CC3)ccc21
[36] CC(NC(=O)CN(C)Cc1cccs1)c1ccccc1 (stereo not drawn)
[37] COC(=O)c1oc2ccc(Br)cc2c1-n1cccc1
[38] CN1C(=O)c2ccc(N(C)C)cc2C1=O
[39] COc1ccccc1NC(=S)NC(C)=O
Screen / compound no.,33,34,35,36,37,38,39
NPY1 pot ag,-2,1,-17,9,-16,-2,5
EP2 modulator,2,-12,-27,4,25,24,5
NPY-Y1 antag,6,.,5,1,14,2,-3
NPY-Y2 PAM-ag,2,10,-2,1,-23,-16,-5
CHOP inhibitor,-16,7,16,17,45,-14,-1
S1P4 agonist,-1.7,1.7,-1.1,0.7,1.0,-2.9,-0.3
TRPN1 ag,0.0,-0.8,1.9,-0.1,-0.7,1.3,-1.8
TRPML3 ag,0.1,1.0,1.1,-0.3,0.2,0.7,1.1
S1P4 antagonist,-2,-4,-3,-5,0,-9,-10

Further records follow.
entry	Molecule	NPY1 pot ag	EP2 modulator	NPY-Y1 antag	NPY-Y2 PAM-ag	CHOP inhibitor	S1P4 agonist	TRPN1 ag	TRPML3 ag	S1P4 antagonist
41	Cc1ccc(C(=O)NNC(=O)/C=C\C(=O)O)cc1	-13	17	.	-20	-4	-0.4	1.4	-0.3	5
42	COc1ccc(C)cc1N(C)C(=O)c1coc(=O)c2ccccc12	1	16	3	6	26	1.0	0.0	-0.3	-26
43	COc1ccccc1-c1cc(SC)c(C#N)c(=O)o1	1	-68	-1	10	94*	0.5	-2.3	0.5	-12
44	Cc1ccc(-n2c(SCc3nnc4n3CCC4)nnc2-c2ccccc2)cc1	17	16	-3	13	13	-3.1	-0.4	-0.1	-6
45	CC#CC[N+](C)(C)CCCCCCCCCC	8	-20	.	-24	-5	-2.3	0.2	0.6	5
46	CSc1nc2[nH]ncc2c(=O)[nH]1	-16	28	10	3	-13	-1.4	0.6	0.8	-36
47	Cc1ccc(P(=O)(CSC(=N)N)c2ccc(C)cc2)cc1	-1	7	4	6	32	-0.6	-0.1	0.8	-11
48	Clc1ccccc1-c1nnc2sc(-c3cccs3)nn12	15	24	-3	4	4	2.3	-0.1	0.3	0
49	Cc1ccc(NC(=O)c2cccnc2C(=O)Nc2ccc(C)cc2)cc1	11	21	0	13	-8	1.4	0.0	0.3	6
50	O=C(CSc1nnc(-c2ccccc2O)o1)N1CCc2ccccc2C1	1	39	7	2	41	1.6	-0.2	0.8	2
51	O=C(N/N=C/c1cccnc1)c1cccs1	12	-10	.	7	-24	0.9	2.7	1.1	3
52	O=C(CN(Cc1cccs1)C(=O)CNS(=O)(=O)c1ccc(F)cc1)NCc1ccco1	10	-3	-2	13	0	1.2	-1.7	-0.4	-3
53	O=C(Cc1cccc(C(F)(F)F)c1)NCc1ccc(Cl)cc1	-11	1	0	15	55	0.3	-1.1	-0.1	-11
54	CCOC(=O)c1ccc2c(c1)NC(=O)C(N1CCN(c3ccc(OC)cc3)CC1)S2 (stereo not drawn)	-5	-7	-4	-2	-15	-0.9	2.3	0.0	6
55	O=S(=O)(c1ccc(N2CCCC2)nc1)N1CCCC1	-10	0	-1	5	-1	1.5	-1.1	-1.4	-13
56	COc1ccc(CC(=O)Nc2nc3ccc(F)cc3s2)cc1S(=O)(=O)N1CCOCC1	27	-45	-7	7	25	2.0	3.4	0.8	-5
